MEKK2 mut-MEK5: signal of MEK5 binding to mutant human MEKK2 PB1 domain | bead flow cytometry, Alexa488-MEK5 binding to MEKK2 mutant | percent response, % at 10 µM | 0.35% of 290,000 active; in the data active means percent response above about 24%, passing the limit was not always enough; further: inactives centre near 1; some results filed as inactive read as strong as hits
IMP-1 inhibitor: inhibitors of Pseudomonas aeruginosa IMP-1 metallo-beta-lactamase; inhibition, % at 5.6 µM; purified IMP-1, nitrocefin hydrolysis, epi-absorbance fluorescence; AID 1556; 0.45% of 290,000 active;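 active means inhibition above the mean plus 3 SD of all compounds in the same screening run, cut at about 4.5% in these data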;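 further: 0% = IMP-1 with DMSO and 100% = DMSO wells lacking enzyme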
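System – purified recombinant IMP-1 beta-lactamase · Input – IMP-1 dispensed at 0.2 nM · Timing – 15 min preincubation plus 25 min reaction at 25 °C · Signal – Epi-absorbance fluorescence, 480 nm excitation, 530 nm emission · Measure – percent IMP-1 inhibition derived from blank-referenced optical density · Controls – Enzyme-plus-DMSO low control, enzyme-free DMSO high control · Replication – singlicate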
NALP1 inh: blocks the NALP1 inflammasome reconstituted in yeast; S. cerevisiae NALP1/ASC/caspase-1 growth, X-gal OD620, 72 h; inhibition, % at 10 µM; 0.61% of 280,000 active; AID 2071; in the data active means inhibition mostly above about 24%, no sharp cut-off; inactive means mostly below about 32%; further: some compounds called inactive have numbers as strong as hits
M18AAP inhibitor: PfM18AAP enzyme inhibition | 1.2% of 290,000 active | recombinant PfM18AAP, H-Glu-NHMec fluorogenic cleavage | inhibition, % at 7.35 µM | AID 1822;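 active means inhibition above the campaign mean inhibition over all tested compounds plus 3 SD, cut at about 28% in these data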;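 further: 0% = plate median of test compound wells and 100% = 2 mM ZnCl2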
MEKK2 WT-MEK5: raises or lowers MEK5 binding to wildtype human MEKK2 PB1 domain; bead flow cytometry, Alexa488-MEK5 binding to MEKK2 WT; actives lie on both sides; binding response (% of control), % at 10 µM; 1.1% of 290,000 active; Q9Y2U5; in the data active means binding response below about 67% or above about 130%
VIM-2 inhibitor: inhibitors of Pseudomonas aeruginosa VIM-2 metallo-beta-lactamase; purified VIM-2, nitrocefin hydrolysis, epi-absorbance fluorescence; 0.89% of 290,000 active; AID 1527; inhibition, % at 5.6 µM;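 active means inhibition above the mean of all tested compounds plus 3 SD, cutoff set per screening run, cut at about 7.5% in these data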;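 further: red hydrolysis product quenches plate fluorescence so inhibitors raise well fluorescence; 0% = enzyme with DMSO and 100% = DMSO without enzyme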
NS3 helicase inh: blocks Hepatitis C virus NS3 helicase unwinding. NS3 helicase DNA unwinding, Cy5 molecular beacon fluorescence. inhibition, % at 10.9 µM. 0.56% of 290,000 active;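 active means inhibition above the mean of all tested compounds plus 3 SD, set per campaign, cut at about 35% in these data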;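 further: 0% = DMSO wells and 100% = thioflavine S control wells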
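Material: hepatitis C virus NS3 helicase domain fragment enzyme; measured by: Cy5 fluorescence, 0 and 60 min reads; control set: DMSO and thioflavine S; incubation: 60 min unwinding reaction at 25 °C after ATP addition; read-out basis: % inhibition from 60/0 min fluorescence ratio, DMSO 0%, thioflavine S 100%; repeats: singlicate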
SUMO HTRF inh: inhibitors of human SUMOylation (UBC9); 0.36% of 290,000 active; P63279; inhibition, % at 35 µM; HTRF SUMOylation assay, SAE1/SAE2 + UBC9, in vitro; in the data active means inhibition above about 50%, passing the limit was not always enough; further: strong numbers were not always called active
Target sequence (P63279 whole entry, looked up): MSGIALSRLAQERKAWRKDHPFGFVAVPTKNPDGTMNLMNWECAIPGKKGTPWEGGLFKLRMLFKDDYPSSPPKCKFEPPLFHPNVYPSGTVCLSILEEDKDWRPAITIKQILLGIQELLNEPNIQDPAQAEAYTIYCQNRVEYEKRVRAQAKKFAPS
DNA FID counter: displaces DNA intercalator in HCV helicase counter-screen. 0.17% of 290,000 active. inhibition, % at 7.9 µM. DNA fluorescent intercalator displacement, fluorescence; in the data active means inhibition above about 37%;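 further: 0% = vehicle and 100% = reference compound; higher means more ethidium bromide displaced from hairpin DNA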
Active calls of the source: *; / = not tested or not shown. Not a hit list; 4.7% or so of the library scored in one or more.

SMILES | MEKK2 mut-MEK5 | IMP-1 inhibitor | NALP1 inh | M18AAP inhibitor | MEKK2 WT-MEK5 | VIM-2 inhibitor | NS3 helicase inh | SUMO HTRF inh | DNA FID counter
CCOc1cccc2c1OC1(C)CC2NC(=O)N1Cc1ccccc1 (stereo not drawn) | -2 | -1.2 | -13 | 1 | 106 | -4.0 | 1 | 9 | -28
O=C(CNc1ccccc1C(=O)O)c1ccccc1 | 6 | -1.6 | / | 0 | 106 | -1.0 | 20 | 10 | -5
CCc1ccc(OCC(=O)NC(NC(=S)Nc2ccc(C)cc2C)C(Cl)(Cl)Cl)cc1 (stereo not drawn) | -8 | -3.0 | 8 | -9 | 92 | -3.3 | 7 | 30 | -7
CC(C)Oc1ccc(C(CC(=O)NCCCN(C)C)c2ccc(F)cc2)cc1 (stereo not drawn) | 0 | -2.2 | 29 | 0 | 104 | -1.6 | -16 | 11 | 19
C#CCOCCOCCOCCNc1nc(N2CCN(C(=O)[C@H]([C@@H](C)CC)n3cc([C@@H](N)Cc4ccc(O)cc4)nn3)CC2)nc(N2CCN(C(=O)[C@H](CCCCN)n3cc([C@@H](N)C(C)CC)nn3)CC2)n1 (stereo partly drawn) | 48 | -1.2 | 3 | 5 | 176* | -2.2 | -62 | 15 | 43*
CC(=O)c1ccc(N2C(=O)[C@@H]3[C@H](C2=O)[C@H]2c4ccccc4C=NN2[C@@H]3C(C)=O)cc1 | 8 | -0.1 | / | 2 | 93 | 2.2 | 5 | 6 | -9
CCOC(=O)CCSCC(=O)N1N=C(c2cccs2)CC1c1ccc(C)cc1 (stereo not drawn) | 12 | -4.7 | 30 | 2 | 107 | -2.3 | -8 | -1 | -25
CCCCOC(=O)C1=C(C)Nc2ncnn2C1c1ccc(OC)c(OC)c1OC (stereo not drawn) | 6 | -2.6 | -2 | 0 | 102 | -4.3 | -7 | 3 | -33
COc1ccc(-n2ncc3c2CC(C)(C)CC3NC(=O)CCc2c(C)nn(C)c2C)cc1 (stereo not drawn) | 1 | -1.9 | -2 | 3 | 98 | -6.0 | 9 | / | -47
O=C1CCCCCC1C1(O)C(=O)Nc2ccccc21 (stereo not drawn) | 19 | -0.1 | 4 | 2 | 108 | -0.1 | -2 | 2 | -1
Cc1ccc(C2=NN3C(C2)c2ccccc2OC32C(=O)Nc3ccccc32)cc1 (stereo not drawn) | -12 | -2.8 | 0 | 13 | 85 | -5.6 | 12 | 8 | -14
O=C(O)CCSC1CC(=O)N(c2ccccc2)C1=O (stereo not drawn) | -3 | -3.5 | -16 | 8 | 96 | -1.4 | 3 | 3 | -5

2 records drawn at random from those above, as already listed:
SMILES | MEKK2 mut-MEK5 | IMP-1 inhibitor | NALP1 inh | M18AAP inhibitor | MEKK2 WT-MEK5 | VIM-2 inhibitor | NS3 helicase inh | SUMO HTRF inh | DNA FID counter
O=C1CCCCCC1C1(O)C(=O)Nc2ccccc21 (stereo not drawn) | 19 | -0.1 | 4 | 2 | 108 | -0.1 | -2 | 2 | -1
O=C(CNc1ccccc1C(=O)O)c1ccccc1 | 6 | -1.6 | / | 0 | 106 | -1.0 | 20 | 10 | -5

(further entries)
SMILES | MEKK2 mut-MEK5 | IMP-1 inhibitor | NALP1 inh | M18AAP inhibitor | MEKK2 WT-MEK5 | VIM-2 inhibitor | NS3 helicase inh | SUMO HTRF inh | DNA FID counter
Cc1cccn2c(=O)c3cc(C(=O)NCCc4ccccc4)c(=N)n(Cc4ccco4)c3nc12 | 3 | -3.6 | 21 | -5 | 110 | 9.1* | 27 | 37 | -29
COc1ccccc1OCc1nnc(SCC(=O)NCc2ccco2)n1-c1ccccc1 | -2 | 3.5 | 11 | 2 | 88 | -0.3 | 13 | -2 | -34
Cc1ccccc1-n1c(SCC(=O)Nc2ccc3c(c2)OCO3)nnc1-c1ccccn1 | 3 | -3.3 | -2 | 11 | 106 | -5.1 | 20 | 16 | -28
COc1nc(Nc2ccccc2F)nc(OC)n1 | 25* | -3.1 | 2 | 2 | 102 | -1.2 | 2 | 16 | 0
O=C(CN1C(=O)NC2(CCCCC2)C1=O)NCc1cccs1 | 1 | -3.6 | 18 | -10 | 109 | -3.4 | 3 | 19 | -1
CCCOc1c(OC)cccc1C1CC(=O)Nc2cc(OC)c(OC)c(OC)c21 (stereo not drawn) | 0 | -5.5 | 10 | -10 | 101 | -4.4 | -3 | -17 | -31
CC1(C)CC(=O)C2=C(C1)N(c1ccccc1)C(N)=C(C#N)C2c1cccnc1 (stereo not drawn) | / | -1.3 | 16 | -9 | / | -0.6 | -5 | 11 | -1
Cc1ccccc1Nc1c(-c2ccncc2)nc2ccc(Cl)cn12 | 2 | -1.1 | 2 | 7 | 100 | -3.4 | -19 | 28 | -21
C#CCn1c(S(=O)(=O)Cc2ccc(F)cc2)nc(-c2ccccc2)c1-c1ccccc1 | 0 | -3.0 | / | 0 | 95 | 0.7 | -13 | -18 | -20
O=C(Nc1nc(-c2ccc(-c3ccccc3)cc2)cs1)c1cc([N+](=O)[O-])ccc1N1CCOCC1 | 4 | -2.2 | 2 | -1 | 95 | -1.1 | 6 | 0 | 0
COc1ccccc1-c1nc2n(n1)C(c1ccccc1Cl)C(C(N)=O)=C(C)N2 (stereo not drawn) | 2 | -2.3 | -3 | 5 | 105 | -3.1 | 4 | 7 | -6
CCCCC(=O)NC(N1CCCCC1)C(Cl)(Cl)Cl (stereo not drawn) | 5 | -3.8 | 14 | -9 | 102 | -2.0 | -8 | -4 | 1
COc1cccc(C(=O)COC(=O)C2CC(=O)N(c3ccc(Oc4ccccc4OC)cc3)C2)c1 (stereo not drawn) | 5 | -1.5 | 6 | -4 | 105 | -1.0 | -14 | 1 | -41
O=C(CN1CCc2cc3c(cc2C1)OCCCO3)Nc1ccc(F)cc1 | 7 | -2.6 | -10 | 6 | 111 | -1.4 | 1 | 7 | -19
Cn1ccnc1Sc1nnnn1-c1ccccc1 | -6 | -3.0 | 11 | -1 | 95 | -2.2 | -5 | -3 | -10
CCCn1c(SCC(=O)NNC(=O)c2ccc(C)cc2)nnc1C(C)C | -2 | -5.0 | -10 | 3 | 95 | -5.8 | 3 | 4 | -16
CCOC(=O)N1CCC(NC(=S)Nc2ccc3nc(N4CCN(CC)CC4)cc(C)c3c2)CC1 | 13 | -1.9 | 8 | 3 | 131 | -0.2 | -9 | 5 | 16
CC(=O)c1ccccc1NC(=O)CCNC(=O)c1ccco1 | -2 | -0.9 | 16 | 0 | 99 | -2.8 | 11 | 13 | 1
CC(=O)N1CCN(Cc2nc(C(c3ccccc3)c3ccccc3)no2)CC1 | -12 | -1.3 | 5 | -16 | 87 | 0.4 | -1 | 3 | -20
S=c1[nH]c2ccccc2o1 | 0 | -6.3 | 8 | 4 | 103 | -5.1 | 9 | 17 | 9
Cc1ccc(OCCCC(=O)Nc2ccc(Br)cc2)cc1 | 3 | -2.4 | / | -1 | 103 | -4.6 | 3 | -3 | -2
Cc1ccc(CCNC(=O)CN2CCN(Cc3ccccc3F)C2=O)cc1 | 9 | -4.0 | -7 | -5 | 105 | -2.2 | 3 | -1 | -30
CN(C)c1ccc(C(C(=O)NCC2CCCO2)N(C(=O)c2snc(C(N)=O)c2N)c2ccccc2)cc1 (stereo not drawn) | 3 | -4.0 | -8 | 9 | 102 | -3.3 | 2 | 8 | -42
CC(C)C(c1nnnn1C1CCCCC1)N1CCCc2ccccc21 (stereo not drawn) | 1 | 1.6 | 2 | 2 | 103 | -3.4 | -2 | -40 | -10

As entered above:
CC(=O)N1CCN(Cc2nc(C(c3ccccc3)c3ccccc3)no2)CC1 in DNA FID counter shows -20
CC(=O)c1ccccc1NC(=O)CCNC(=O)c1ccco1 in NALP1 inh shows 16
CCOC(=O)N1CCC(NC(=S)Nc2ccc3nc(N4CCN(CC)CC4)cc(C)c3c2)CC1 in MEKK2 mut-MEK5 shows 13
CC(C)C(c1nnnn1C1CCCCC1)N1CCCc2ccccc21 (stereo not drawn) in NS3 helicase inh shows -2

Further structures follow:
SMILES | MEKK2 mut-MEK5 | IMP-1 inhibitor | NALP1 inh | M18AAP inhibitor | MEKK2 WT-MEK5 | VIM-2 inhibitor | NS3 helicase inh | SUMO HTRF inh | DNA FID counter
COC(=O)c1c(-c2ccc(OC)c(OC)c2)csc1N | 1 | -1.1 | -7 | 6 | 90 | -1.9 | -3 | -12 | -4
Cc1c(C)n(CCC#N)c2ccc(Cl)cc12 | 0 | -1.4 | 15 | 8 | 98 | -0.5 | -6 | -12 | -1
Cc1cccc(N(CC(=O)NC(C)(C)C)C(=O)CCC(=O)Nc2nccs2)c1 | 13 | -3.6 | -4 | 2 | 111 | -2.2 | 4 | 6 | -37
CCN1C(=O)N(C)C2(c3ccccc3)N(C)C(=O)N(C)C12c1ccccc1 (stereo not drawn) | 14 | -3.4 | 35 | -6 | 113 | -1.6 | 4 | 8 | -14
Cc1cc(=O)n2nc(N3CCC(C(=O)NCC(C)c4ccccc4)CC3)sc2n1 (stereo not drawn) | -7 | -0.9 | 2 | -2 | 93 | -1.1 | -1 | 10 | -33
CCOC(=O)C1CCN(C(=O)c2sc3ncnc(N4CCC(C)CC4)c3c2C)CC1 | 6 | -2.2 | -39 | -3 | 100 | 0.5 | 2 | -9 | -34
Cn1cnc2ccc([N+](=O)[O-])cc2c1=O | 0 | -3.6 | -9 | -2 | 95 | -1.0 | 3 | 1 | 9
C/C(=N/NS(=O)(=O)c1ccc(CC(C)C)cc1)c1ccncc1 | 6 | -3.3 | 16 | 19 | 114 | 0.0 | 4 | -1 | -16
COc1ccc(CC(=O)NNC(=O)c2ccoc2C)cc1OC | 3 | -0.4 | 7 | -4 | 101 | -0.8 | 4 | -21 | 0
O=C(NCCC1=CCCCC1)c1coc(=O)c(Br)c1 | 5 | -1.3 | 0 | -2 | 105 | -0.6 | 8 | -2 | -3
CCNc1nc(Cl)nc(N(NC(C)=O)C(C)CC)n1 (stereo not drawn) | 4 | -2.7 | 9 | -12 | 100 | -2.0 | -1 | -6 | -4
OC(CC1CC12c1ccccc1-c1ncccc12)(c1ccccc1)c1ccccc1 (stereo not drawn) | -4 | -1.6 | 5 | -9 | 94 | -0.4 | -4 | -16 | -10
c1ccc(N2CCN(c3nc(-c4cccs4)nc4ccccc34)CC2)cc1 | 0 | -4.3 | 32 | 5 | 101 | -3.4 | -3 | 8 | -2
CCOC(=O)CSc1cc(C)nc2ccc(OC)cc12 | -3 | -0.9 | -4 | -3 | 97 | -1.9 | -3 | 7 | -19
CN1Cc2cccc3c2C(Cc2ccccc2S3)C1 (stereo not drawn) | 7 | -2.8 | 21 | 0 | 120 | -4.2 | -37 | 16 | 4
Cc1c(O)ccc(C(=O)CN2CCN(Cc3ccc4c(c3)OCO4)CC2)c1O | 2 | 87* | 31 | 93* | 104 | 91* | 84* | 2 | 98*
CC1CCCN(c2ccc(C(=O)OCC(=O)N3c4ccccc4Sc4ccccc43)cc2[N+](=O)[O-])C1 (stereo not drawn) | 2 | -4.9 | 24 | -1 | 99 | -1.9 | 8 | -3 | 0
CCCCCCOc1ccc(-c2ccc(C#N)cn2)cc1 | -2 | 1.3 | 50 | 8 | 102 | 2.0 | 8 | -4 | -3
COc1ccc(Nc2ccc3nnc(-c4ccc(Br)cc4)n3n2)cc1 | 2 | -2.1 | 5 | 1 | 98 | -2.1 | 0 | 7 | 4
Cc1cccc(C(=O)Nc2ccc(NC(=O)Cc3ccc(Cl)cc3)cc2)c1 | 3 | -2.1 | 24 | 3 | 103 | -2.3 | 1 | 14 | -2
